# D2 antag: HTS Assay for Allosteric Antagonists of the Human D2 Dopamine Receptor: Primary Screen for Antagonists | D(2) dopamine receptor (Homo sapiens), P14416 | HEK293 TREx D2 cells, calcium flux, dopamine EC80 | inhibition, % at 10 µM | 340,000 tested, 2% active | AID 485344, 2010; in the data active = inhibition above about 30%; note: 0% is about no effect
# Target sequence (P14416 whole entry, looked up): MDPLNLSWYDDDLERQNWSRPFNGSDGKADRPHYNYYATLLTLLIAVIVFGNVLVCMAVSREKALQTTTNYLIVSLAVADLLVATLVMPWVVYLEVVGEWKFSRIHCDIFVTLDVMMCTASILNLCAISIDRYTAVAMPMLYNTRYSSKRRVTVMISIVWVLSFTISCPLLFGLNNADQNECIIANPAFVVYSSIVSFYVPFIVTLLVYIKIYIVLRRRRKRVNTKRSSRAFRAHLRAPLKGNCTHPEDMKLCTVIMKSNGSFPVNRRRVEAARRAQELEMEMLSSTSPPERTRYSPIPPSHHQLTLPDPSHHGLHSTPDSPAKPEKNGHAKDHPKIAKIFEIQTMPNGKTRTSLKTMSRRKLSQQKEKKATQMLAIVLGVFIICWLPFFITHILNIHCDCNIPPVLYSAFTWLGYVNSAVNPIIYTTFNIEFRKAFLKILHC
#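 Antagonism is scored as inhibition of an EC80 dopamine-evoked calcium signal in a force-coupled, tetracycline-inducible HEK293 T-REx D2 line, with compound present 180 s before agonist.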
# USP1-UAF1 inh: Inhibitors of USP1/UAF1: Primary Screen. 390,000 tested, 0.23% active. Ubiquitin carboxyl-terminal hydrolase 1 (Homo sapiens), O94782. recombinant USP1/UAF1, Ub-Rhodamine cleavage fluorescence. Potency, µM (doses to about 57.1 µM), for inactives: at the top dose activity change, negative = inhibition, most hits filed as inhibitors; note: potency is the fitted concentration of half-maximal effect; % is set by controls: 0 for no effect and ±100 for the full control effect; nearly all actives have a fitted effect of over 60% in size; inactives centre near -12
#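 High-throughput fluorogenic screen: 1nM USP1/UAF1 complex, Ub-Rho substrate 150nM final, 50mM HEPES pH 7.8 with 0.5mM EDTA, 0.1 mg/ml BSA, 1mM TCEP and 0.01% Tween-20.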
# TrxR1 inh: qHTS Assay for Inhibitors of Mammalian Selenoprotein Thioredoxin Reductase 1 (TrxR1): qHTS; Thioredoxin reductase 1, cytoplasmic (Rattus norvegicus), O89049; recombinant rTrxR1, NADPH fluorescence consumption, selenite substrate; Potency, µM (titrated, usually from 114 µM), for the others: at the highest dose activity change, negative = inhibition, hits mostly inhibitors; 390,000 tested, 1% active; AID 588453, 2011; note: potency is the fitted concentration of half-maximal effect; % is set by controls: 0 for no effect and ±100 for the full control effect; nearly all actives have a fitted effect of over 65% in size
# Target sequence (O89049 whole entry, looked up): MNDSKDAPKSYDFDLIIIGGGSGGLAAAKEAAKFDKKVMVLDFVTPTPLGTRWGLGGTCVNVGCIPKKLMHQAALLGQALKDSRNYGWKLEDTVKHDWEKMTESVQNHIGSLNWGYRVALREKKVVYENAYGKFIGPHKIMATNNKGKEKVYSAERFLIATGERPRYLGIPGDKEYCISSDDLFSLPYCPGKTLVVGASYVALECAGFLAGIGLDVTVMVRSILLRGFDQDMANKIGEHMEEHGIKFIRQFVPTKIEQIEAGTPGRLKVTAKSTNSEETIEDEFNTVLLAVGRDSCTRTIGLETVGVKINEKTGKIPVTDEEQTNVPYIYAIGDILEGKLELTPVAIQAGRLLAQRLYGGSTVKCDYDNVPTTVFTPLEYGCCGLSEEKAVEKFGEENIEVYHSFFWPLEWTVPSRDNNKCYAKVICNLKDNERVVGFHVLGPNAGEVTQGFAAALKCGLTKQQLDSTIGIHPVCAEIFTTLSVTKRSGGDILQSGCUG
#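 Rat TrxR1 (90 nM in the dispensed reagent) was pre-reduced with 400 uM NADPH for 5 min at room temperature, then incubated with compound for 15 min. After 400 uM selenite was added, NADPH fluorescence (Ex 340/Em 450 nm) was followed for 8 min.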
# TrxR1 substrate: qHTS Assay for Substrates of Mammalian Selenoprotein Thioredoxin Reductase 1 (TrxR1): qHTS | purified TrxR1 substrate turnover, NADPH consumption readout | Potency, µM (highest dose often 114 µM), for inactives: at the top dose activity change, negative = substrate turnover | 390,000 tested, 0.01% active | AID 588456, 2011; note: potency is the fitted concentration of half-maximal effect; % is set by controls: 0 for no effect and ±100 for the full control effect; nearly all actives have a fitted effect of over 50% in size
#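 Rat TrxR1, dispensed at 90 nM, was prereduced with 400 uM NADPH (final) for 5 min at ~22 deg C, then incubated with compound 15 min before 400 uM selenite. A first-read NADPH fluorescence drop versus no-compound background flagged substrates.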
# TRHR ag: qHTS for Small Molecule Agonists and Allosteric Enhancers of Human TRH Receptor: Primary Screen for Agonists | Thyrotropin-releasing hormone receptor (Homo sapiens), P34981 | TRHR cells, calcium flux fluo-8, FDSS agonist mode | activation, % at 2 µM | 360,000 tested, 0.18% active; in the data active = activation above about 30%; note: 0% is about no effect
#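 In this calcium-flux screen, cells bearing human TRHR are dye-loaded with fluo-8, baselined for 10 cycles, then exposed to library compounds; positive kinetic calcium responses during the agonist phase mark hits, with TRH as control.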
# mIDH1 inhibitor: qHTS for Inhibitors of mutant isocitrate dehydrogenase 1 (IDH1): qHTS; Isocitrate dehydrogenase [NADP] cytoplasmic (Homo sapiens), O75874; IDH1-R132H enzyme, NADPH consumption, diaphorase/resazurin fluorescence; 390,000 tested, 0.093% active; Potency, µM (highest dose often 76.6 µM), for the others: at the top dose activity change, negative = inhibition, usual class: inhibitors; note: potency is the fitted concentration of half-maximal effect; % is set by controls: 0 for no effect and ±100 for the full control effect; nearly all actives have a fitted effect of over 65% in size
#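 IDH1-R132H (0.5 ug/mL dispensed) in pH 7.5 Tris buffer was preincubated 30 min with compound, then given a substrate mix of 0.016 mM NADPH and 2 mM alpha-KG for 80 min at room temperature; remaining NADPH was read by diaphorase/resazurin fluorescence.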
# PI4K2A inh: qHTS for small molecular inhibitors of PI4K2A. purified PI4K2A, ADP-Glo luminescence, 1 h; stronger effect = lower value. Phosphatidylinositol 4-kinase type 2-alpha (Homo sapiens), Q9BTU6. AID 1346378, 2018. 420,000 tested, 0.13% active. activity change, negative = inhibition, % at 76.9 µM; in the data active = activity change below about -50%; inconclusive = mostly about -30% to -49%;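 note: -100% = wells without enzyme as full effect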
#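 In this quantitative HTS, ADP production by PI4K2A was quantified luminescently after 1 h at ambient temperature; 100 microM adenosine served as plate-quality control.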
# D2 ag: HTS Assay for Allosteric Agonists of the Human D2 Dopamine Receptor: Primary Screen for Agonists | D(2) dopamine receptor (Homo sapiens), P14416 | activation, % at 2 µM | 340,000 tested, 0.53% active | HEK293 T-REx D2 cells, calcium flux agonist mode;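 active = activation over 3 SD above normal in the single-dose calcium agonist read, cut at about 30% in these data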; note: 0% is about no effect
#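 Tetracycline-induced HEK293 Trex cells with D2 receptor force-coupled to calcium signaling, plated overnight at 30 C and loaded with no-wash calcium dye. Calcium flux read kinetically for 180 s after compound addition; responses flag agonists.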
# TRHR enhancer: qHTS for Small Molecule Agonists and Allosteric Enhancers of Human TRH Receptor: Primary Screen for Enhancers. Thyrotropin-releasing hormone receptor (Homo sapiens), P34981. TRHR cells, fluo-8 calcium fluorescence, EC20 TRH enhancement. enhancement, % at 2 µM. 360,000 tested, 0.66% active. AID 493056, 2011; in the data active = enhancement above about 30%; note: 0% is about no effect
#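 TRHR-expressing cells loaded with fluo-8 calcium dye were read kinetically (ex 480/em 530) during compound addition, then stimulated with an EC20 of TRH (10 nM final). Enhancement of the Gq-mediated intracellular calcium response was scored.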
# Numbers without * were called inactive; ? = inconclusive; / = no result given; & = joins results of further samples; [ ] = dose if it differs, or a comment. Unless noted, calls come from the whole dose curve; as a rule, active = well fitted inhibition curve with a large enough effect; inconclusive = small, poorly fitted or top-dose-only effect; inactive = no such curve, though single readings can be large or run the other way.
compound	mIDH1 inhibitor	PI4K2A inh	TrxR1 inh	D2 antag	USP1-UAF1 inh	TRHR ag	TrxR1 substrate	D2 ag	TRHR enhancer
CC1CN(C(=O)c2ccccc2Oc2ccccc2)CC(C)O1 (stereo unspecified)	6%	3	13%	6	-4%	-0.3	2%	1.0	-2
Cc1cccc(OCC(=O)NCC(=O)N/N=C/c2ccc(O)cc2O)c1	16%	0	20%	9	-19%	-0.3	3%	-1.4	-1
COc1ccc2nc(SCC(=O)NC(C)C)[nH]c2c1	-3%	-4	-8%[57.1 µM]	-9	4%	-0.6	4%[57.1 µM]	-0.2	-2
COc1cccc(C(=O)N2CCN(C(=O)C3CCCO3)CC2)c1 (stereo unspecified)	-6%	4	5%	24	-9%	0.2	5%	1.4	-1
CCOc1ccc(-c2nnn(CC(=O)c3ccc4c(c3)OCCO4)n2)cc1	4%	-8	-11%	-11	-17%	-0.6	2%	0.1	26
CC(C)N(C(=O)CSc1nc2ccccc2n1Cc1ccc(F)cc1)C(C)C	7%	-5	2%	5	-17%	1.1	-9%	4.4	-11
O=C(Cn1nc(Cc2cccnc2)c2ccccc2c1=O)N1CCN(c2ccc(F)cc2)CC1	-2%	10	12%	/	-7%	-1.2	0%	-1.1	-1
CCOCCn1c(=O)c2c(nc3n2CC(C)CN3Cc2ccccc2)n(C)c1=O (stereo unspecified)	-5%	5	0%	-1	-18%	-0.3	1%	-0.3	12
CCn1c(=O)cc(OCC(=O)NCCc2ccc(OC)c(OC)c2)c2ccccc21	3%	2	16%[57.1 µM]	-6	-10%	-0.3	-2%[57.1 µM]	-0.3	6
COc1ccc(C)cc1NC(=O)CN1CCN(c2ccccc2F)CC1	6%	6	-5%[57.1 µM]	-9	-4%	0.1	-9%	0.4	0
C[C@]12c3[nH]c4ccc(Cl)cc4c3CCN1C(=O)[C@@H](CC(=O)NCC13CC4CC(CC(C4)C1)C3)C[C@@H]2C(=O)N1CCOCC1	-3%	0	24%	/	-21%	/	-9%	/	/
Cc1cccc(OCC(=O)N2CCN(C(=O)Cc3ccccc3)CC2)c1	0%	3	6%[57.1 µM]	15	1%	0.4	8%[57.1 µM]	0.7	-9
CCOC(=O)c1ccc(NC(=O)C2=C(C)Nc3nc(CCCO)nn3C2c2cccc(C)c2)cc1 (stereo unspecified)	3%	6	10%[57.1 µM]	10	-15%	0.4	6%[57.1 µM]	0.7	-1
Cc1ccc2oc(=O)c3cc(C(=O)N4CCN(c5ccccc5F)CC4)sc3c2c1	13%	3	10%	/	-12%	-0.3	0%	-0.4	-8
Cc1ccc(C(=O)C(OC(=O)COc2ccccc2C)c2ccccc2)cc1 (stereo unspecified)	1%	4	20%	-9	-19%	4.2	-1%	-0.3	-3
Cc1ccc(NC(=O)CSc2nc3[nH]c(=O)cc(O)c3s2)c(Br)c1	-10%	-3	5%	59*	-24%	-0.1	-3%	-0.6	-2
CCCN(CCC)C(=O)c1c[nH]c2ccc(S(=O)(=O)Nc3cc(C)cc(C)c3)cc2c1=O	-5%	2	1%	/	-15%	4.0	-4%	6.6	-3
Cc1ccc(CNC(=O)CCCn2c(=O)c3ccccc3n(CC(=O)Nc3ccc(C)cc3)c2=O)cc1	-18%	-3	11%	/	-22%	0.0	5%	0.0	0
COc1ccc(S(=O)(=O)N2CCN(Cc3ccc4c(c3)OCO4)CC2)c2ccccc12	-7%	-7	14%[57.1 µM]	31*	-9%	0.2	4%[57.1 µM]	0.4	1
CC(NC(=O)Nc1ccccc1C(F)(F)F)C1CCCO1 (stereo unspecified)	6%	5	25%	-19	-11%	0.7	12%	0.0	6
COc1ccccc1NC(=S)N(CCN(C)C)C(C)c1ccncc1 (stereo unspecified)	-3%	-2	-12%	5	-22%	-0.1	-4%	0.4	4
CC(=O)Nc1ccc(S(=O)(=O)N2CCN(c3ccc([N+](=O)[O-])cc3)CC2)cc1	-4%	-3	18%	6	-13%	1.3	-5%	1.1	-7
CCc1nnc(NC(=O)CN2CCN(Cc3ccccc3C)CC2)s1	8%	-2	16%[57.1 µM]	12	-5%	-0.2	3%[57.1 µM]	-0.1	-3
CNC(=O)COC(=O)c1cc(SC)ccc1Cl	6%	-6	-11%	1	-11%	0.2	4%[57.1 µM]	2.1	-7
CCOC(=O)C1=C(COC(=O)/C=C/c2ccc([N+](=O)[O-])cc2)NC(=O)NC1C (stereo unspecified)	5%	-17	10%	-11	-2%	-0.5	-1%	0.6	0
c1ccc(SCc2nc3ccccc3[nH]2)cc1	4%	-1	15%	-8	-11%	0.4	2%	0.1	4
Cc1ccc(C)c(NC(=O)CSc2cn(CC(=O)N3CCCC3)c3ccccc23)c1	2%	-13	14%	/	25%	0.2	5%	0.3	12
Cc1cccc(NC(=S)N2CCC(N(C)CC3CCCO3)CC2)c1 (stereo unspecified)	-2%	1	-18%	7	-6%	-0.2	-6%	-0.1	-1
CCC(=O)NC(O)C(=O)c1ccc(C)cc1 (stereo unspecified)	12%	-2	24%	-12	-5%	0.2	6%	-0.3	8
CC(C)(c1ccc(O)c([N+](=O)[O-])c1)c1ccc(O)c([N+](=O)[O-])c1	6%	-15	-20%	/	?	/	-9%	/	/

# Entries listed so far printed as active in D2 antag.
SMILES	mIDH1 inhibitor	PI4K2A inh	TrxR1 inh	D2 antag	USP1-UAF1 inh	TRHR ag	TrxR1 substrate	TRHR enhancer
Cc1ccc(NC(=O)CSc2nc3[nH]c(=O)cc(O)c3s2)c(Br)c1	-10%	-3	5%	59*	-24%	-0.1	-3%	-2
COc1ccc(S(=O)(=O)N2CCN(Cc3ccc4c(c3)OCO4)CC2)c2ccccc12	-7%	-7	14%[57.1 µM]	31*	-9%	0.2	4%[57.1 µM]	1

# The results go on.
compound	mIDH1 inhibitor	PI4K2A inh	TrxR1 inh	D2 antag	USP1-UAF1 inh	TRHR ag	TrxR1 substrate	D2 ag	TRHR enhancer
O=C(OCc1nnc(-c2ccccc2)o1)c1ccc(S(=O)(=O)NCc2ccco2)cc1	6%	-13	?	-2	-4%	-0.3	8%	0.5	2
CCC(=O)Nc1sc(C(=O)Nc2ccccc2)c(C)c1C(=O)OC	17%	-1	5%	16	-20%	0.8	-10%	0.5	-3
c1ccc2c(c1)nc(NCC1CCCO1)c1nnnn12 (stereo unspecified)	7%	4	13%	11	-27%	0.3	59%[activator]	0.0	-2
Cc1noc(C)c1S(=O)(=O)N1CCN(c2ccc(Cl)cc2)CC1	4%	-16	20%	/	-22%	-0.2	3%	/	-5
CCCC(=O)NC(=S)Nc1cccc(Cl)c1N1CCCCC1	7%	1	1%	-3	-17%	-0.9	5%	-1.5	2
CCc1ccccc1NC(=O)C1=CC(c2cccs2)=NS(=O)(=O)N1C	1%	2	-8%[57.1 µM]	7	-14%	-0.5	-8%[57.1 µM]	-0.2	13
O=C(c1ccco1)N1CCN(Cc2nnc(-c3ccccc3)o2)CC1	-3%	-5	8%	3	-23%	0.2	6%	5.9	6
COc1ccc(C2/C=C\CN(C(=O)NC34CC5CC(CC(C5)C3)C4)CC(=O)N2Cc2ccc(F)cc2)cc1 (stereo unspecified)	-1%	4	28%&24%	-1	-10%	0.1	5%&-3%	0.2	-2

# As a working copy, part of the list above.
compound	mIDH1 inhibitor	PI4K2A inh	TrxR1 inh	D2 antag	USP1-UAF1 inh	TRHR ag	TrxR1 substrate	D2 ag	TRHR enhancer
O=C(OCc1nnc(-c2ccccc2)o1)c1ccc(S(=O)(=O)NCc2ccco2)cc1	6%	-13	?	-2	-4%	-0.3	8%	0.5	2
CCC(=O)Nc1sc(C(=O)Nc2ccccc2)c(C)c1C(=O)OC	17%	-1	5%	16	-20%	0.8	-10%	0.5	-3
c1ccc2c(c1)nc(NCC1CCCO1)c1nnnn12 (stereo unspecified)	7%	4	13%	11	-27%	0.3	59%[activator]	0.0	-2
Cc1noc(C)c1S(=O)(=O)N1CCN(c2ccc(Cl)cc2)CC1	4%	-16	20%	/	-22%	-0.2	3%	/	-5
CCCC(=O)NC(=S)Nc1cccc(Cl)c1N1CCCCC1	7%	1	1%	-3	-17%	-0.9	5%	-1.5	2

# High-throughput results from PubChem BioAssay.
